Vif-APOBEC3F blk: inhibitors of Vif-A3F interaction; HeLa A3F-eYFP + Vif (tagged APOBEC3F with the HIV-1 protein that degrades it), YFP fluorescence increase; actives 0.2% (n = 390,000); AID 602313; Potency, µM (series often up to 46.1 µM), without a hit: at the top dose activity, negative = active; note: potency is the fitted concentration of half-maximal effect; % of control where 0% means no effect; nearly all actives have a fitted effect of over 65% in size
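HeLa cells stably expressing Vif plus C-terminally eYFP-tagged A3F were seeded, incubated overnight at 37 deg C, dosed with compound, incubated overnight again at 37 deg C. Yellow fluorescence (Ex 488/Em 500-530) reported blocked Vif-mediated A3F-eYFP degradation.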
LDHA inh: inhibitors of human lactate dehydrogenase A. P00338. purified LDHA, NADH/diaphorase-resazurin fluorescence; active compounds read low. activity change, % (values are at about 110 or 230 µM). actives 0.15% (n = 480,000). AID 1347041; in the data active = activity change below about -30%; inconclusive = mostly about -25% to -30%;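 note: plate controls were DMSO wells for no effect and wells without enzyme for full effect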
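LDH5 2 nM; NADH 0.06 mM, pyruvate 0.2 mM; 200 mM Tris pH 7.4, EDTA, Tween-20; 5 min RT. Detection: diaphorase 0.133 mg/mL + resazurin 37 µM, fluorescence ex540/em590 at 0 and 20 min; normalized to enzyme-free and DMSO wells.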
D1 potentiator: human D1 dopamine receptor positive modulation; P21728; actives 0.036% (n = 360,000); potentiation, % at 10 µM; AID 504651; HEK293 TREx D1 cells, calcium flux, dopamine EC20 potentiation; in the data active = potentiation above about 30%; note: 0% is about no effect
RXFP1 ag: activates the human relaxin receptor RXFP1 | Q9HBX9 | HEK293T-RXFP1 cAMP TR-FRET, 30 min; response scale: percent of porcine relaxin response, buffer zero | Potency, µM (top dose mostly 57.5 µM), without a hit: top-dose activation, usual class: activators | actives 0.3% (n = 370,000) | AID 2676; note: potency is the fitted concentration of half-maximal effect; % is set by controls: 0 for no effect and ±100 for the full control effect; nearly all actives have a fitted effect of over 60% in size; many of its hits are not listed in these tables
Target sequence (Q9HBX9 whole entry, looked up): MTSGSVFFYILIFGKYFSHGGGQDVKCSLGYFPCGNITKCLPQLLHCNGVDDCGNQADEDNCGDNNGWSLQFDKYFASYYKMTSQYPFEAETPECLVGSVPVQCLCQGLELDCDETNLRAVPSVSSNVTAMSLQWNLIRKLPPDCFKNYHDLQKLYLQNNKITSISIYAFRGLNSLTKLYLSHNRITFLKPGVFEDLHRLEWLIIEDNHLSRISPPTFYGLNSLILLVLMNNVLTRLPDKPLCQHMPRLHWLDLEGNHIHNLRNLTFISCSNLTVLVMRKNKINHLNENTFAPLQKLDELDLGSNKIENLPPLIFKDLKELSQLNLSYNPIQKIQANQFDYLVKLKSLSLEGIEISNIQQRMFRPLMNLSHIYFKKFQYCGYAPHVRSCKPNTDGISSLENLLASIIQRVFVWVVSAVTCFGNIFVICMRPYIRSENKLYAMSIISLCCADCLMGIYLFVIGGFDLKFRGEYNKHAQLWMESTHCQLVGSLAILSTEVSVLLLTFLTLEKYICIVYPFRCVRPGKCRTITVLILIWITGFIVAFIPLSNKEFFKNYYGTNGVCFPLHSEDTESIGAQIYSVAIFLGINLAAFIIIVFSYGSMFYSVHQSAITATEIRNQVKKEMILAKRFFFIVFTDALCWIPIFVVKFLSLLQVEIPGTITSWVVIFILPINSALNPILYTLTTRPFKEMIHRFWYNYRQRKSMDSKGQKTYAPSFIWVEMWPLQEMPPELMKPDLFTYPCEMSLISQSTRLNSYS
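HEK293T cells stably expressing RXFP1 were pretreated with the PDE4 inhibitor Ro 20174, exposed to compounds for 30 min at 37C, lysed, and cAMP was read by TR-FRET. Data normalized to buffer (basal) and 29 nM porcine relaxin (100%).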
D1 ag: activates the human D1 dopamine receptor | actives 1% (n = 360,000) | activation, % at 2 µM | AID 504660 | P21728 | HEK293 T-REx D1 cells, calcium flux, agonist mode; in the data active = activation above about 30%; note: 0% is about no effect
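Inducible HEK293 T-REx D1 cells, force-coupled to calcium signalling, were plated at 4000 cells/well with tetracycline and held overnight at 30 C. After no-wash calcium dye loading, compound-evoked calcium rise over 180 s flagged agonists.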
D2 potentiator: D2 dopamine receptor (human) potentiation. P14416. AID 485347. HEK293 T-REx D2, calcium flux, EC20 dopamine potentiation. potentiation, % at 10 µM. actives 0.34% (n = 340,000);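 active = potentiation over 3 SD above the plate norm, cut at about 30% in these data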; note: 0% is about no effect
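Potentiation of an EC20 dopamine calcium response is measured in a force-coupled, tetracycline-inducible Hek293 Trex D2 line. Compound-only kinetic reads over 180 s flag agonists before dopamine addition.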
GRP78 ERSR act: ER stress response induction in glioma; U87-MG GRP78 promoter luciferase reporter, 16 h; Potency, µM, for the others: at the top dose activation, most hits filed as activators; actives 0.02% (n = 420,000); AID 602332; note: potency is the fitted concentration of half-maximal effect; series mostly up to about 76 µM; % of control where 0% means no effect; nearly all actives have a fitted effect of over 35% in size
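ERSR induction read as luciferase luminescence (Bright-Glo, 10 min at room temperature) in stably transfected human U87-MG glioma cells exposed to compounds for 16 h, using GRP78 as sensor.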
Vif-A3G inh: inhibitors of Vif-APOBEC3G interaction | Potency, µM (doses to about 46.1 µM), without a hit: at the highest dose activity, negative = active, actives largely listed as inhibitors | HeLa A3G-eYFP + Vif (tagged APOBEC3G with the HIV-1 protein that degrades it), YFP fluorescence, overnight | actives 0.076% (n = 410,000) | AID 602310 | Q9HC16;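 note: potency is the fitted concentration of half-maximal effect; % is set by controls: 0 for no effect and ±100 for the full control effect; nearly all actives have a fitted effect of over 60% in size; hits raise eYFP signal because A3G escapes Vif-driven loss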
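Read-out is eYFP fluorescence (Ex 488/Em 500-530) from Vif-expressing HeLa A3G-eYFP cells; more signal means A3G escaped Vif-mediated degradation. Cells plated overnight, compound pinned in, incubated overnight at 37 deg C.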
D1 antag: human D1 dopamine receptor antagonism. P21728. HEK293 TREx D1 cells, calcium flux, dopamine EC80; active compounds read low. activity change, negative = inhibition, % at 10 µM. actives 3.2% (n = 360,000). AID 504652; in the data active = activity change below about -30%; note: % is set by controls: 0 for no effect and ±100 for the full control effect
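Antagonism measured as reduced calcium response to an EC80 dopamine addition following 180 s compound pre-read; cells were inducible HEK293 Trex D1 plated overnight at 30 C, read kinetically at 1 cycle/sec.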
Numbers without * were called inactive; ? = inconclusive; . = not tested or not shown; & = joins results of further samples; ! = not confirmed by another sample. Unless noted, calls come from the whole dose curve; as a rule, active = well fitted curve in the direction sought with a large enough effect; inconclusive = small, poorly fitted or top-dose-only effect, or another doubt; inactive = no such curve, though single readings can be large; an effect the other way counts as inactive or inconclusive. An excerpt (hit frequency here may not be typical).

Each structure is followed by: Vif-APOBEC3F blk, LDHA inh, D1 potentiator, RXFP1 ag, D1 ag, D2 potentiator, GRP78 ERSR act, Vif-A3G inh, D1 antag
1. O=C(CN1C(=O)c2ccccc2C1=O)NCc1ccccn1
    ., -4, -1, 3.3%, 2, -5, -5%, -1%, -12
2. CN1/C(=C/c2cccc[n+]2CCO)Sc2ccccc21
    8%, ?, -1, 0.9%, 3, -5, -4%, -8%, -9
3. CC1(C)CC(=O)C2=C(C1)Nc1[nH]n(-c3ccccc3)c(=O)c1C2c1ccc2c(c1)OCO2 (configuration not stated)
    0%, 6, 1, -1.3%, 2, -9, 5%, 1%, 0
4. CC(Sc1nnc(-c2ccco2)n1N)C(=O)NCc1ccc2c(c1)OCO2 (configuration not stated)
    2%, -5, -5, 1.7%, 0, -5, -6%, -1%, -8
5. COc1ccc(C(N)=O)c(OCC(=O)Nc2cc(C)on2)c1
    -2%, 1, -2, 2.3%, 5, -5, -1%, -7%, 0
6. O=c1cc(-c2ccccc2)nc2n1Cc1ccccc1-2
    -6%, -5, -1, -0.3%, 1, 0, 8%, -1%, -5
7. CN(CCCNC(=O)c1nn(C)c2c1CS(=O)(=O)c1ccccc1-2)Cc1ccccc1
    -22%, -4, 5, 0.7%, 1, -19, -2%, 1%, 1
8. O=C(CSc1nn(-c2ccc(F)cc2)c(=S)s1)NC(=O)NCc1ccco1
    -2%, 3, -3, 1.6%, 16, -16, -4%, 2%, -5
9. COc1cc(C2c3c(-c4ccccc4O)n[nH]c3C(=O)N2Cc2ccncc2)cc(OC)c1OC (configuration not stated)
    0%, 20&5, 7, -1.3%, 1, -3, -1%, 5%, 3
10. COc1ccccc1-c1sc2ccccc2c1-c1ccc(Br)nc1
    -4%, 0, -2, 2.6%, -2, -5, 0%, -10%, .
11. O=C(OC1CCOC1=O)c1ccc2ccccc2n1 (configuration not stated)
    0%, -1, -4, -0.2%, 0, -2, -6%, 5%, 6
12. CCC(=O)NC(Nc1sc2c(c1C(=O)OC)CCCC2)(C(F)(F)F)C(F)(F)F
    -4%, -1, 4, 3.3%, 1, 2, -5%, 1%, 11
13. Cc1cccnc1NC(=O)c1ccc(S(=O)(=O)N2CCCC2)cc1
    -8%, -10, ., ., ., ., -3%, -5%, .
14. CCOc1ccccc1C(=O)N1CCC(n2nnc3cc(C)ccc32)CC1
    0%, -2, 3, 0.2%, -1, -1, -5%, -3%, -1
15. O=C(CCC(=O)c1ccc(F)cc1)Nc1cccc(S(=O)(=O)Nc2cccc(Cl)c2)c1
    -2%, 0, -2, 1.0%, 9, 1, -4%, -5%, -22
16. CCC(=O)Nc1cc(C(=O)NCC2CCCN2CC)c(OC)cc1N(C)C (configuration not stated)
    -11%, -1, -4, 0.5%, 1, -21, -2%, 3%, -1
17. O=C(COc1ccc(S(=O)(=O)N2CCOCC2)cc1)Nc1cccc([N+](=O)[O-])c1
    2%, -3, -5, 2.2%, 13, -2, -6%, 0%, -25
18. CC(C)Sc1nc(N)nc2c1ncn2C1OC(CO)C(O)C1O (configuration not stated)
    -2%, -3, ., ., ., ., -1%, -6%, .
19. CCCCOC(=O)c1cc(Cl)c(O)c(OC)c1
    19%, 6, -2, 0.1%, 3, -9, -2%, 0%, -13
20. Cc1c(C(=O)Nc2nc(-c3ccc(F)cc3)ns2)oc2ccc(Cl)cc12
    -2%, -7, 1, -4.0%, -1, 15, -2%, 5%, 4

Other structures follow:
Each structure is followed by: Vif-APOBEC3F blk, LDHA inh, D1 potentiator, RXFP1 ag, D1 ag, D2 potentiator, GRP78 ERSR act, Vif-A3G inh, D1 antag
21. COc1ccc(/C=N/NC(=S)Nc2ccccc2[N+](=O)[O-])cc1O
    -5%, -5, -2, 0.4%, 1, 15, -11%, ?, 13
22. O=C(COc1ccc(Cl)cc1)Nc1ccccc1C(=O)NCc1cccnc1
    2%, 2, 3, 0.5%, 88*, 14, -1%, -9%, 17
23. O=C(NCc1ccccc1)C1C2C=CC3(CN(Cc4cccnc4)C(=O)C13)O2 (configuration not stated)
    -14%, -6, -2, -3.2%, 4, 12, -3%, -5%, -6
24. CC(C)CNC(=O)Cn1c(=O)c2c(ncn2CC(C)C)n(Cc2ccccc2)c1=O
    4%, -3, -5, 1.8%, 1, -3, -1%, -8%, -5
25. O=C(Nc1ccccc1C(=O)N1CCOCC1)C1CCC(=O)N1C1CCCC1 (configuration not stated)
    -7%, -1, 6, -0.1%, -1, ., -2%, 2%, 5
26. C=CCn1c(SCC(=O)NC2CCCC2)nc2sc(C)cc2c1=O
    -18%, -5, -1, 0.1%, 2, 1, 3%, 5%, -13
27. O=C(Nc1ccc2c(c1)OCCO2)c1c[nH]c(=O)n(-c2ccc(F)c(Cl)c2)c1=O
    7%, -12, 0, 1.3%, 4, 4, -6%, -8%, 2
28. CCN1C(=O)[C@H]2[C@@H](c3ccc(C)cc3)N3C(=O)N(c4ccccc4)C(=O)[C@@]3(C)[C@H]2C1=O
    0%, -8, 1, -0.4%, 0, 1, -6%, 2%, 3
29. Cc1ccc(S(=O)(=O)N2CCCCCC2)cc1[N+](=O)[O-]
    8%, -1, -2, 3.9%, 1, -5, -4%, -4%, -11
30. Cc1c(N2C(=O)/C(=C/c3cccc4ccccc34)SC2=S)c(=O)n(-c2ccccc2)n1C
    -4%, -1, ., ., ., ., -1%, -2%, .
31. O=C(O)CCSSCCC(=O)O
    -1%, -11, -4, -0.2%, 0, -9, 0%, 1%, .
32. O=C(NCc1ccccc1)c1ccc(OC2CSC2)cc1
    -5%, -9, -8, 1.4%, 2, 10, 11%, 3%, -14
33. O=C(Nc1ccc(S(=O)(=O)N2CCOCC2)cc1)c1ccc([N+](=O)[O-])s1
    3%, -6, -5, 3.7%, 1, -4, -3%, -28%, -3
34. Cc1nc(C)c(C(=O)N/N=C/c2ccco2)s1
    1%, 3, -2, 0.1%, 2, -14, -3%, -6%, 8
35. Cc1ccc(NC(=O)C2CCN(c3nnc(-n4cccc4)s3)CC2)cc1Cl
    -4%, -4&0, -8, -0.7%, 2, -8, 0%, 0%, -5
36. O=C(c1cc(-c2ccccn2)nc2c(Cl)cccc12)N1CCN(C(=O)C2CCCO2)CC1 (configuration not stated)
    4%, 5, -4, 2.7%, 1, 8, -3%, -9%, -15
37. CCOC(=O)c1ccccc1NC(=O)COC(=O)c1ccc(OCC(=O)N2CCOCC2)c(OCC)c1
    -5%, -8, ., ., ., ., -2%, -1%, .
38. O=C(Cn1cnc2ccccc2c1=O)NCCC(=O)Nc1ccccc1C(F)(F)F
    6%, -12, -6, 4.5%, 0, -3, -4%, 1%, -7
39. CCOc1ccc(Oc2nc(NCC(C)C)nc(N3CCOCC3)n2)nn1
    -17%, 0, -8, 3.7%, -1, 1, 1%, 0%, 1
40. COc1ncnc2c1oc1nc(C(C)C)c3c(c12)CC(C)(C)OC3
    -2%, 6, -5, 0.1%, 0, ., -4%, 1%, -1

Structures listed above printed as active in D1 ag.
no.	Molecule	D1 potentiator	D1 ag	D2 potentiator	GRP78 ERSR act	Vif-A3G inh	D1 antag
22	O=C(COc1ccc(Cl)cc1)Nc1ccccc1C(=O)NCc1cccnc1	3	88*	14	-1%	-9%	17

New compounds follow.
Each structure is followed by: Vif-APOBEC3F blk, LDHA inh, D1 potentiator, RXFP1 ag, D1 ag, D2 potentiator, GRP78 ERSR act, Vif-A3G inh, D1 antag
41. O=C(O)c1cccc(S(=O)(=O)NCCC(c2ccccc2)c2ccccc2)c1
    -2%, -3, 5, 0.5%, 5, 6, -3%, 2%, -17
42. Cc1cc(S(=O)(=O)N2CCOCC2)c(C)s1
    -3%, -2, 0, 1.9%, 4, 5, -3%, 5%, -4
43. CCn1cc(C(C)NC(=O)Nc2ccc3c(c2)OCO3)c(C)n1 (configuration not stated)
    4%, -9, 4, 1.3%, -1, -2, 1%, -3%, .
44. O=C(O)c1cccc2c1C(=O)N(C1CCCC1)C2
    0%, -10, -6, 0.4%, 5, 9, -1%, 1%, 16
45. COc1ccc2c(c1)CCc1c(C(=O)Nc3c(C)nn(Cc4ccccc4)c3C)noc1-2
    -3%&-3%, 11&2, -2&-7, 1.3%&-0.6%, 18&5, 12&-2, 2%&-3%, 2%&1%, -32*!
46. COC(=O)C1=C[C@@H](C(=O)OC)[C@@H]2C3=C(C(=O)[C@@]2(C)NC(=O)c2ccccc2)[C@H](c2ccccc2)[C@@H]2C(=O)NC(=O)[C@@H]2[C@@H]3C1
    0%, -1, ., ., ., ., -6%&1%, 1%&0%, .
47. CC[C@]12c3[nH]c4cc(-c5ccco5)ccc4c3CCN1C(=O)[C@@H](CC(=O)NCCCN(C)C)C[C@@H]2C(=O)N1CCN(C(=O)c2ccco2)CC1
    0%, -6, ., ., ., ., -1%, -1%, .
48. Cc1cc(NC(=O)CSc2nnnn2C)n(-c2ccccc2)n1
    -1%, -10, -1, 0.2%, 2, -5, -3%, 0%, -4
49. COCCNC(=O)c1c(N)sc2c1CCCC2
    ., ., -1, 0.4%, 1, -5, ., ., -7
50. O=C(N1CCCC1)C12CC3CC(CC(C3)C1)C2
    0%, -5, 0, 0.2%, -3, ., -3%, 2%, 2
51. COCCSc1nnc(NC(=O)C(C)(C)C)s1
    -2%, 2, -10, -0.2%, 3, -5, -5%, 4%, -29
52. Cc1ccc2nc3n(c(=O)c2c1)CCCCC3
    -6%, -2, 3, -1.2%, 1, 10, 6%, -5%, 7
53. Cn1cnc(S(=O)(=O)Nc2ccc(Cl)c(C(F)(F)F)c2)c1
    -5%, -1, -8, -3.3%, 4, 0, 2%, -6%, -10
54. O=C(CSc1ccc(Cl)cc1)Nc1ccc(C2SCCS2)cc1
    8%, -7, 4, 2.2%, 4, 2, -2%, -2%, 1
55. COc1ccc(/C(C)=N/NC(=O)CNC(=O)c2cccs2)cc1
    0%, -11, 0, 3.7%, 1, ., 0%, 3%, 2
